Screens: PubChem BioAssay, National Center for Advancing Translational Sciences (NCATS)
D2 potentiator – positively modulates the human D2 dopamine receptor allosterically. HEK293 T-REx D2, calcium flux, EC20 dopamine potentiation. potentiation, % at 10 µM. actives 0.34% (n = 340,000). AID 485347;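 active = potentiation over 3 SD above the plate norm, cut at about 30% in these data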; also: 0% is about no effect
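Potentiation of an EC20 dopamine calcium response is measured in a force-coupled, tetracycline-inducible Hek293 Trex D2 line. Compound-only kinetic reads over 180 s flag agonists before dopamine addition.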
D1 potentiator – potentiators of human D1 dopamine receptor; HEK293 TREx D1 cells, calcium flux, dopamine EC20 potentiation; potentiation, % at 10 µM; actives 0.036% (n = 360,000); in the data active = potentiation above about 30%; also: 0% is about no effect
TRHR agonist – agonists of human TRH receptor | activation, % at 2 µM | actives 0.18% (n = 360,000) | P34981 | AID 493084 | TRHR cells, calcium flux fluo-8, FDSS agonist mode; also: 0% is about no effect
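Agonist-mode FDSS calcium read (Ex 480/Em 530, 1 s cycles) in 1536-well TRHR cells with fluo-8 dye, after 10-cycle baseline and 23 nL compound addition; TRH at EC20 (10 nM final) added afterwards for the enhancer phase.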
TRHR enhancer – TRH receptor (human) allosteric enhancement | actives 0.66% (n = 360,000) | TRHR cells, fluo-8 calcium fluorescence, EC20 TRH enhancement | AID 493056 | enhancement, % at 2 µM | P34981; in the data active = enhancement above about 30%; also: 0% is about no effect
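TRHR-expressing cells loaded with fluo-8 calcium dye were read kinetically (ex 480/em 530) during compound addition, then stimulated with an EC20 of TRH (10 nM final). Enhancement of the Gq-mediated intracellular calcium response was scored.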
D2 ag – agonists of human D2 dopamine receptor. P14416. HEK293 T-REx D2 cells, calcium flux agonist mode. activation, % at 2 µM. actives 0.53% (n = 340,000). AID 485358;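 active = activation over 3 SD above normal in the single-dose calcium agonist read, cut at about 30% in these data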; also: 0% is about no effect
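In this primary screen, compounds producing a positive calcium signal within 180 s of addition to tetracycline-induced, force-coupled HEK293 Trex D2 cells are flagged; cells are dye-loaded with a no-wash calcium kit beforehand.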
D2 antagonist – D2 dopamine receptor (human) antagonism; P14416; HEK293 TREx D2 cells, calcium flux, dopamine EC80; inhibition, % at 10 µM; actives 2% (n = 340,000); AID 485344; in the data active = inhibition above about 30%; also: 0% is about no effect
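Calcium mobilization kinetics were recorded at 1 s intervals in tetracycline-induced HEK293 T-REx D2 cells, first for 180 s after compound addition and then 180 s after EC80 dopamine.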
D1 ag – human D1 receptor agonism; activation, % at 2 µM; actives 1% (n = 360,000); HEK293 T-REx D1 cells, calcium flux, agonist mode; P21728; AID 504660; also: 0% is about no effect
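Inducible HEK293 T-REx D1 cells, force-coupled to calcium signalling, were plated at 4000 cells/well with tetracycline and held overnight at 30 C. After no-wash calcium dye loading, compound-evoked calcium rise over 180 s flagged agonists.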
RXFP1 antag – blocks the human relaxin receptor RXFP1. Q9HBX9. HEK293-RXFP1, relaxin-stimulated cAMP HTRF, 30 min; stronger effect = lower value. activity change, negative = inhibition, % at 57.5 µM. actives 0.59% (n = 350,000). AID 1259400;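 active = activity change of -60% or lower, but not beyond a set lower limit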; also: % is scaled to controls: 0 for no effect and ±100 for the full control effect
Target sequence (Q9HBX9 whole entry, looked up): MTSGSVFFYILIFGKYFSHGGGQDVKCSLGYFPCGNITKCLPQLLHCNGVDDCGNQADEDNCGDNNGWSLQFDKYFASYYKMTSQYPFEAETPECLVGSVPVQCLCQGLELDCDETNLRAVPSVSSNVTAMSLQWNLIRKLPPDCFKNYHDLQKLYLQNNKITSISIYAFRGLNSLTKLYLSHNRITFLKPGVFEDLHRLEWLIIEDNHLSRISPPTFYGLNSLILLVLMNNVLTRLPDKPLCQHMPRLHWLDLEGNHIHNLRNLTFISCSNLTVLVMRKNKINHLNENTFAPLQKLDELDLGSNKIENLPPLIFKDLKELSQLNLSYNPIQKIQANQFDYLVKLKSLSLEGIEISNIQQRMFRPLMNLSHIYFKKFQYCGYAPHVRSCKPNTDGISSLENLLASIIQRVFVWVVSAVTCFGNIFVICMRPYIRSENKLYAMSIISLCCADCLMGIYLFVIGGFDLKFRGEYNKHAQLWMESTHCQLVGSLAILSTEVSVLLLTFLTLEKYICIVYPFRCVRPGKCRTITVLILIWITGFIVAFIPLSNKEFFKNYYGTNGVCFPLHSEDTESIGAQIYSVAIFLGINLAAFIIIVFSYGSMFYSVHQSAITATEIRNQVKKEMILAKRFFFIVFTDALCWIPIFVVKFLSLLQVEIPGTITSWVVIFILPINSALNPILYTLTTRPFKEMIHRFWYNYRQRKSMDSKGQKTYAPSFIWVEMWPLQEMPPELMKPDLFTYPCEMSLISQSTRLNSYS
D1 antagonist – antagonists of human D1 dopamine receptor; actives 3.2% (n = 360,000); HEK293 TREx D1 cells, calcium flux, dopamine EC80; stronger effect = lower value; P21728; activity change, negative = inhibition, % at 10 µM; AID 504652; in the data active = activity change below about -30%; also: % is scaled to controls: 0 for no effect and ±100 for the full control effect
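Kinetic fluorescence of a calcium dye serves as the read-out. D1-expressing Hek293 Trex cells, induced overnight at 30 C, are exposed to compound for 180 s before an EC80 dopamine addition, then read 180 s further.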
An asterisk follows results filed as active; / = no result given; & = joins results of further samples. Rule as the data show it, unless noted: active = activation above about 30%; inactive = the rest. Rows were taken by chance; 7.1% or so of the library scored in one or more.

SMILES	D2 potentiator	D1 potentiator	TRHR agonist	TRHR enhancer	D2 ag	D2 antagonist	D1 ag	RXFP1 antag	D1 antagonist
COc1ccc(N2C(=O)c3ccc(C(=O)OC(C)C)cc3C2=O)cc1	-6	0	-0.1	3	0.6	-9	0	4	22
Cc1ccc(NC2CCCN(C(=O)c3cccnc3)C2)cc1C (stereo not drawn)	14	5	-0.2	7	-0.5	36*	0	-13	0
Cc1ccc(C(C)C)c(OCC(=O)NC(=S)Nc2ccccc2N2CCOCC2)c1	5	5	0.3	-1	0.5	7	11	-5	2
COc1ccc(C)cc1NC(=O)COCc1cc(-c2cccs2)on1	3	-3	-0.4	-1	-0.3	/	-1	-34	15
Cc1ccc(NC(=O)COC(=O)C(CC(C)C)N2C(=O)C3CC=CCC3C2=O)c(C)c1 (stereo not drawn)	-9	-7	-0.6	-1	-0.3	-2	2	6	-9
O=C(NC1(N2CCOCC2)CC1)c1ccc(Cl)cc1	-4	-3	1.4	-8	-1.4	-7	3	12	-18
COc1cccc(NC(=O)CSC2=Nc3ccccc3C3=NC(CCC(=O)NCc4ccco4)C(=O)N23)c1 (stereo not drawn)	-12	-3	0.1	-2	0.2	/	-1	26	2
COc1cccc(CNC(=O)C(=O)NCC2CCCN2S(=O)(=O)c2cc(C)ccc2C)c1 (stereo not drawn)	3	-1	0.0	-1	0.3	-4	-1	5	18
CC(C)Cc1ccc(CN2CCCC(NC(=O)Cn3cnnn3)C2)cc1 (stereo not drawn)	1	-5	1.4	-6	-1.9	19	10	-12	-6
Cc1cc(=O)oc2cc(OCC(=O)OCC(=O)N(CCC#N)c3ccccc3)ccc12	10	-7	0.4	3	0.7	12	1	10	-22
CC(=O)c1ccc(OCC(=O)Nc2ccc3nc(C)sc3c2)cc1	-2	-1	-0.5	-4	-1.0	20	0	-23	5
Cc1ccc(NC(=O)c2ccc(Cn3cc(Cl)cn3)o2)c(C)c1	-5	0	-1.5	-4	-1.1	7	2	/	-27
CCOc1cc(C(=O)OCC(=O)NCc2ccco2)cc(OCC)c1OCC	7	-5	-0.4	-4	-0.4	0	1	11	11
Cc1cc(C(F)F)n2nc(C(=O)NCc3ccccc3F)nc2n1	5	7	-0.2	2	-0.2	17	2	8	7
O=S(=O)(NCCC1=CCCCC1)c1cccc2nsnc12	-21	0	-1.0	-15	-0.5	-10	2	1	-20
CCn1c2ccccc2c2cc(CC(N)=O)ccc21	-4	0	-0.6	-6	-0.9	-17	3	-2	-10
N#CCCN(C(=O)COC(=O)c1ccc2c(c1)NC(=O)CS2)c1ccc2c(c1)OCCO2	-3	-4	0.2	4	1.1	0	2	18	-10
CCCN1C(=O)/C(=C/c2cc(C)n(C)c2C)SC1=Nc1ccc(OCC)cc1	12	-4	-1.5	15	-1.0	-26	1	15	-2
CCSc1nc(=S)n(CC)c(C)c1C(C)=O	-9	-2	1.3	-3	-0.9	18	0	11	-13
CCOC(=O)C1=C(c2ccccc2)NC(=O)NC1c1cc(Br)c(O)c(OC)c1 (stereo not drawn)	-11	-8	0.2	-1	16	18	10	-3	-17
O=c1ccc2cc(S(=O)(=O)N3CCN(c4ccc(Cl)cc4)CC3)ccc2o1	-3	-6	0.1	-5	0.4	-2	0	7	-11
NS(=O)(=O)c1ccc(NC(=O)COC(=O)c2c3c(nc4ccccc24)/C(=C\c2ccc4c(c2)OCO4)CCC3)cc1	-11	-5	25	-2	7.0	-12	59*	3	-45*
Cc1ccc(C)c(S(=O)(=O)N2CCN(C(=O)c3n[nH]c(=O)c4ccccc34)CC2)c1	0	-4	0.3	8	0.2	-14	4	-2	2
O=c1oc2ccccc2cc1-c1nnc(NCc2ccco2)s1	1	-2	1.5	1	1.6	-9	4	8	-3
Cc1cc2n(n1)C(c1ccc(O)cc1)Nc1ccccc1-2 (stereo not drawn)	14	-6	0.8	-2	-0.1	4	2	12	-6
Cc1ccc(C(=O)OCN2C(=O)c3ccccc3C2=O)o1	9	-6	-0.7	4	1.5	-13	4	0	-12
O=S(=O)(c1cccc(-c2nnc(SC(F)F)n2-c2ccccc2)c1)N1CCCCC1	-5	-4	-0.8	-16	0.8	8	5	10	-5
CC(C)C(c1nnnn1C1CCCC1)N1CCOCC1 (stereo not drawn)	-7	-1	0.7	0	0.5	-9	3	-9	-3
Cc1cc(NC(=O)CCC(=O)N(Cc2ccccc2)C(C(=O)NC2CCCC2)c2ccco2)no1 (stereo not drawn)	/	-6	-0.5	-4	/	/	1	7	-6
COc1cccc(-c2nnc(-c3ccc(C)o3)o2)c1	6	-10	-0.6	3	-1.1	-9	2	-3	15
COc1cc(S(=O)(=O)NCc2ccncc2)c(OC)cc1Br	-2	-2	0.1	-5	0.2	-10	12	1	4
c1ccc(-n2nnnc2Oc2ccc(-n3ccnc3)cc2)cc1	5	-3	0.1	0	0.4	-16	0	-2	13
Cn1ccc(C(=O)Nc2ccc3c(c2)OCCO3)n1	8	-2	0.4	-3	0.2	22	0	-4	16
Fc1ccc(CNCc2ccco2)cc1	-15	-1	-2.1	10	0.5	-6	10	-4	-6
O=C(c1ccc(F)cc1F)N(Cc1ccccn1)Cc1ccco1	-6	-2	-0.8	-2	-1.8	13	3	3	1
CC1=C(C(=O)OC2CCCC2)C(c2ccc(F)cc2F)CC(=O)N1 (stereo not drawn)	-8	-3	-1.3	-2	2.7	/	19	/	-33*
COC(=O)c1ccccc1N1C(=O)C2C(C1=O)[C@H]1C=C[C@@H]2C1 (stereo partly drawn)	3	-3	0.1	4	0.6	5	2	-2	-4
Cc1cccc(N2CCN(C(=O)C3CCN(S(=O)(=O)c4c(C)noc4C)CC3)CC2C)c1 (stereo not drawn)	5&-2	-1&1	2.2&-1.2	-1&-9	0.6&-1.3	-1	9&9	-10	-15&-13
O=C(CSc1nnc(SCc2cccc3ccccc23)s1)N/N=C/C=C/c1ccccc1[N+](=O)[O-]	13	4	-0.6	-2	0.1	-3	7	-7	3
CC1CCN(C(=O)Cn2c(-c3cccs3)cc3cc(Cl)ccc32)CC1	3	0	-0.1	-1	-1.9	/	1	-26	-13
Brc1ccc(-c2c[n+]3c(n2-c2ccccc2)SCC3)cc1	2	-2	0.3	-6	-0.1	-6	1	-5	-6
CCCC[C@@H]1CNC(=O)C(=O)N1CCc1cc(C(F)(F)F)cc(C(F)(F)F)c1	8	-4	0.2	-9	-0.1	22	9	/	-25
OCC1(Cc2ccccc2C(F)(F)F)CCN(Cc2ccncc2)CC1	-11	-10	0.4	-3	-0.1	-15	5	-18	12
Cc1ccc(S(=O)(=O)Nc2ccccc2F)cc1C(=O)NCCCN1CCCC1=O	-4	-5	0.4	6	-0.1	-10	3	5	-4
NC(=O)C1CC12c1ccccc1-c1ccccc12 (stereo not drawn)	-4	-5	2.3	-6	-0.8	0	3	12	1
